VHR inh abs: VHR1 phosphatase inhibitors, primary screen, biochemical, absorbance, uHTS. recombinant VHR phosphatase, pNPP absorbance. Dual specificity protein phosphatase 3 (Homo sapiens), P51452. inhibition, % at 13.3 µM. 290,000 tested, 0.52% active; in the data active means inhibition above about 50%; further: some compounds called inactive have numbers as strong as hits
Target sequence (P51452 whole entry, looked up): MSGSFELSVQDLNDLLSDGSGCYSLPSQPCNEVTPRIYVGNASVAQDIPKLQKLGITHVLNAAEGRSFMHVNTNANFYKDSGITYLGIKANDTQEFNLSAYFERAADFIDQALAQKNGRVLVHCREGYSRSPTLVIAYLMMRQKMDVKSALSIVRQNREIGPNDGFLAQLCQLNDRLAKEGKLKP
* marks the source's active call; other numbers are inactive results. Only part of the results is shown; rates above refer to the full screens.

SMILES | VHR inh abs
CC[C@@H]1CC=C[C@H]2[C@H]1C(=O)N(Cc1ccccc1)[C@H]2c1cc(C)ccc1F | 7
C#CCOCCOCCOCCNc1nc(N2CCN(C(=O)[C@H](CCCCN)n3cc(C(N)CO)nn3)CC2)nc(N2CCN(C(=O)[C@H](CCC(=O)O)n3cc(C(N)Cc4ccc(O)cc4)nn3)CC2)n1 (some centres not stated) | 4
O=C(/C=C/c1ccc(O)c(O)c1)O[C@H](Cc1ccc(O)c(O)c1)C(=O)O | 15
O=c1[nH]c(CN2CCC(c3nc4ccccc4s3)CC2)nc2sc3c(c12)CCC3 | 2
CCOC(=O)N1CCC(NC(=O)Cn2c3ccccc3c3cn[nH]c(=O)c32)CC1 | -6
Cc1ccc(Nc2nc(C3CC3)cs2)cc1 | 16
C/C=C/C(=O)Nc1cccc(C2=NOC3(C2)C[C@H](C(N)=O)N(C(=O)c2ccccc2C(=O)c2ccccc2)C3)c1 (some centres not stated) | 0
CCN(C(C)=O)c1cccc(-c2ccnc3c(C#N)cnn23)c1 | 21
CC(C)c1nc2sc3c(=O)[nH]c(=S)[nH]c3c2c2c1CCC2 | -2
O=C(CSCCSCC(=O)c1ccco1)c1ccco1 | 2
CCOC(=O)C1=c2/c(=C/c3ccccc3OC)c(N)c(C#N)n2C(=O)C(c2ccccc2OC)S1 (configuration not stated) | 37
Cc1cccn2c(=O)c3cc(C(=O)NCCN4CCOCC4)n(Cc4ccccc4)c3nc12 | 6
Cc1ccc(-c2nn3c(-c4ccco4)nnc3c3ccccc23)cc1S(=O)(=O)N1CCOCC1 | 23
O=C(O)C[C@@H]1C(=O)O[C@@H]2C(COC(=O)c3cc(O)c(O)c(O)c3)O[C@@H](OC(=O)c3cc(O)c(O)c(O)c3)[C@@H](OC(=O)c3cc(O)c(O)c4c3[C@H]1[C@H](O)C(=O)O4)[C@H]2OC(=O)c1cc(O)c(O)c(O)c1 (some centres not stated) | 114*
COC(=O)c1ccccc1NC(=O)CN1CCC(n2nnc3cc(C)ccc32)CC1 | -12
COC(=O)c1ccc(OC(=O)c2ccc(OCc3c(C)noc3C)c(OC)c2)cc1 | 2
CC(/C(O)=C(\C#N)c1nc2ccccc2n1C)N1C(=O)c2ccccc2C1=O (configuration not stated) | 1
O=c1[nH][nH]c(=S)n1-c1ccccc1C(F)(F)F | 5
COC(=O)C1=C(C)NC2=C(C(=O)CCC2)C1c1ccsc1 (configuration not stated) | 15
C[C@@H]1NC(=O)c2cc([N+](=O)[O-])cc(I)c2OCC[C@@H](C(N)=O)NC(=O)[C@H](CCC(=O)O)NC1=O | 4

In the list so far, these have fluorine:
SMILES | VHR inh abs
CC[C@@H]1CC=C[C@H]2[C@H]1C(=O)N(Cc1ccccc1)[C@H]2c1cc(C)ccc1F | 7
O=c1[nH][nH]c(=S)n1-c1ccccc1C(F)(F)F | 5

Next section.
SMILES | VHR inh abs
CCOC(=O)c1cnc(-n2nc(C)cc2C)nc1Nc1ccc2c(c1)OCO2 | 13
O=C(CCCN1C(=O)/C(=C/c2cccs2)SC1=S)Nc1ccc(O)c(C(=O)O)c1 | 31
Cc1ccc(C)c(N(CC(=O)NC2CCCCC2)C(=O)CCC(=O)Nc2ccccn2)c1 | 22
CCOC(=O)C(Sc1ncnc2c1sc1nc(N3CCOCC3)c3c(c12)CCCC3)c1ccccc1 (configuration not stated) | 16
Cc1nn(-c2ccccc2)c2sc(C(=O)C(C#N)c3ccccn3)cc12 (configuration not stated) | 10
O=C(c1noc2c1CCc1ccccc1-2)N1CCc2ccccc2C1 | 26
COc1ccc(C)cc1Nc1n[n+](C)c(-c2ccc(C(=O)O)cc2)s1 | 11
COc1cc(C2CC(=O)n3c(nc4ccccc43)S2)cc(OC)c1OC (configuration not stated) | 22
Cc1nnc(NC(=O)c2oc3cc(C)c(C)cc3c2C)s1 | -4
COC(=O)c1cc2oc(C)cc2n1CC(=O)Nc1ccc(OC)c(OC)c1OC | -1

Quoted at random: 2 entries already listed
SMILES | VHR inh abs
COc1ccc(C)cc1Nc1n[n+](C)c(-c2ccc(C(=O)O)cc2)s1 | 11
CC(/C(O)=C(\C#N)c1nc2ccccc2n1C)N1C(=O)c2ccccc2C1=O (configuration not stated) | 1

Continued.
SMILES | VHR inh abs
CC(=O)Nc1nc2c(c3c1c(=O)oc1ccccc13)CCCC2 | 0
COc1ccc(Cn2c3nc4ccccc4nc3c3c(=O)n(Cc4ccco4)cnc32)cc1 | 8
Cc1ccc(N2C(=O)N(CC(=O)C(C)(C)C)c3ccccc3S2(=O)=O)cc1 | 6
Cc1cccc(NS(=O)(=O)c2cc(NC(=O)CC(=O)c3ccc([N+](=O)[O-])cc3)ccc2C)c1 | 20
Cc1nc(NC2=NC(C(=O)Nc3ccc(Cl)cc3)CC(=O)N2)nc2ccccc12 (configuration not stated) | -3
Cc1nccc2[nH]c(=O)c(C(=O)NCCCN(C)C3CCCCC3)cc12 | 0
O=c1c2ccccc2nc2n1CC/C2=C\c1ccccc1[N+](=O)[O-] | 20
Cc1ccc(-n2c3c(cc(C(=O)Nc4cccc(C)n4)c2=O)C(=O)CCC3)cc1 | 7
Cc1ccc2nc3sc(C(=O)Nc4ccc(N5CCOCC5)cc4)c(N)c3cc2c1 | -5
c1ccc2c(c1)nc(N1CCN(C3CCCCC3)CC1)c1nnnn12 | 12
O=c1c2ccccc2nc(SCc2cc(=O)n3ccsc3n2)n1CCCO | -12
O=c1[nH]c(CSc2nnc(-c3ccco3)n2-c2ccccc2)nc2sc3c(c12)CCC3 | 19
CCOC(=O)C1=C(C)NC2=C(C(=O)CCC2)C1c1ccsc1 (configuration not stated) | -7
Cc1ccc(N2CCN(CC(=O)Nc3c(C(=O)C4CC4)oc4ccccc34)CC2)cc1 | 21
Cc1ccc(S(=O)(=O)N2CCC(C(=O)Nc3nnc(C45CC6CC(CC(C6)C4)C5)s3)CC2)cc1 | 10
CCCOc1nc2c(c(=O)n(C)c(=O)n2C)n1CC | -5
CC(C)CN(C(=O)COC(=O)c1cc2ccccc2oc1=O)C1CCS(=O)(=O)C1 (configuration not stated) | 1
Cc1sc2nc(C(C)Sc3nnc(C)n3-c3ccccc3)[nH]c(=O)c2c1C (configuration not stated) | 14
COC(=O)c1ccc(C2C(C(=O)OC(C)C)=C(C)N=C3SCCC(=O)N32)cc1 (configuration not stated) | 12
CCCN1C(=O)/C(=C/c2c(N3CCNC(=O)C3CC(=O)OC)nc3c(C)cccn3c2=O)SC1=S (configuration not stated) | 27
Cc1ccc(C2C(C(=O)c3sc(C)nc3C)=C(O)C(=O)N2CCCN(C)C)o1 (configuration not stated) | 13
Cc1ccc(Cn2ccc(NC(=O)c3cc4nc5c(c(C(F)(F)F)n4n3)CCc3ccccc3-5)n2)cc1 | 18
COc1cc2cc(CN(Cc3nnnn3C3CCCC3)C3CCCC3)c(=O)[nH]c2cc1OC | -6
CCOC(=O)c1cc2c(ccn2C)n1CC(=O)N1CCN(c2ccccc2OC)CC1 | 17
CCCn1cnc2c(c1=O)c1nc3ccccc3nc1n2Cc1ccccc1OC | -6
COc1cc(-n2c(C)nc3cc(C(=O)NCCN4CCOCC4)ccc32)cc(OC)c1OC | 29
Cc1ccc2c(c1)nnn2C1CCN(C(=O)NC23CC4CC(CC(C4)C2)C3)CC1 | 13
NC(=O)[C@@H]1CCNc2c(I)cc([N+](=O)[O-])cc2C(=O)N[C@@H](CO)C(=O)N[C@@H](Cc2ccc(O)cc2)C(=O)N1 | 36
CCC(C)n1c(C)nc2c(c1=O)c1nc3ccccc3nc1n2-c1ccc2c(c1)OCCO2 (configuration not stated) | 21
CC(C)[C@@H]1NC(=O)c2cc([N+](=O)[O-])cc(F)c2NCCC[C@@H](C(N)=O)NC(=O)[C@H](CO)NC1=O | 20
Cc1cc2cc(CCNC(=O)CC(C)C)c(=O)[nH]c2cc1C | 24
Cn1c(=O)oc2cc(S(=O)(=O)N3CCCC(C(=O)N4CCn5c4nc4ccccc45)C3)ccc21 (configuration not stated) | 12
Cc1sc2nc3c(C(=O)N4CCN(c5ccccn5)CC4)cccn3c(=O)c2c1C | 21
CCOC(=O)CC1C(=O)NCCN1c1nc2c(C)cccn2c(=O)c1/C=C1\SC(=S)N(CC(C)C)C1=O (configuration not stated) | -14
COc1ccc(OC)c(NC(=O)c2c(NC(=O)c3ccco3)sc3c2CCC3)c1 | 14
CN1CC[C@]2(c3cccc(O)c3)Cc3nc4ccccc4cc3C[C@H]2C1 | 7
COc1ccc(N2CCn3c2nc2c3c(=O)n(CCc3ccccc3)c(=O)n2C)cc1 | 0
CCN1CCN(C(=O)c2cc3c(=O)n4ccccc4nc3n2Cc2ccccc2)CC1 | 10
CCn1cc(C(=O)NC2CCc3ccccc32)c(=O)c2ccc(C)nc21 (configuration not stated) | -8
O=C(CSc1nc(N2CCCCC2)nc(N2CCCCC2)n1)N1CCc2ccccc21 | 4

Copied from the listing (six entries):
SMILES | VHR inh abs
COc1ccc(OC)c(NC(=O)c2c(NC(=O)c3ccco3)sc3c2CCC3)c1 | 14
CN1CC[C@]2(c3cccc(O)c3)Cc3nc4ccccc4cc3C[C@H]2C1 | 7
COc1ccc(N2CCn3c2nc2c3c(=O)n(CCc3ccccc3)c(=O)n2C)cc1 | 0
CCN1CCN(C(=O)c2cc3c(=O)n4ccccc4nc3n2Cc2ccccc2)CC1 | 10
CCn1cc(C(=O)NC2CCc3ccccc32)c(=O)c2ccc(C)nc21 (configuration not stated) | -8
O=C(CSc1nc(N2CCCCC2)nc(N2CCCCC2)n1)N1CCc2ccccc21 | 4

(continued)
SMILES | VHR inh abs
Cc1ccc(-n2ncc3c2ncn2c(-c4ccncc4)nnc32)cc1 | 17
CC1(C)Cc2ccccc2C(=NCCCCCC(=O)O)N1 | 26
Cc1ccc(C)c(CSc2nc(-c3ccco3)nc3c2c(=O)n(C)c(=O)n3C)c1 | 7
Cc1ccnc2ccc(P(=O)(c3ccccc3)c3ccccc3)cc12 | 26
CCN(CC)c1ccc2cc(C(=O)Nc3cccnc3N3CCOCC3)c(=O)oc2c1 | 12
CCCCCCCCCOc1ccc2[nH]cc(CCN)c2c1 | 26
CC1=C(C(=O)Nc2ccccc2)C(c2sccc2C)n2nnnc2N1 (configuration not stated) | 16
Cc1ccc2c(COC(=O)c3cnc(C)cn3)cc(=O)oc2c1 | 27
Nc1sc(-c2ccccc2)cc1C(=O)O | 24
CCOC(=O)c1ccccc1NC(=O)CN(c1ccc(OCC)cc1)S(C)(=O)=O | 17
CCCc1nc(N2CCOCC2)c2sc(=S)n(-c3ccccc3)c2n1 | 21
CC(C)CCOc1ccc(C(=O)CCNC(C)C(=O)O)cc1 (configuration not stated) | 16
Cn1c(=O)c2c(nc(NCCCN3CCOCC3)n2Cc2ccc(Cl)cc2Cl)n(C)c1=O | 41
O=C(Nc1ccc(N2CCOCC2)c(C(=O)O)c1)c1ccco1 | 20
COc1ccccc1-c1nn2c(-c3ccc(C(C)(C)C)cc3)nnc2s1 | 6
Cc1cccc(NC(=O)c2c(O)c3cccc4c3n(c2=O)CCC4)n1 | -4
O=C(CSc1nnc(-c2ccc(Cl)s2)o1)N1CCOCC1 | -6
N#CC(=C1N=c2ccccc2=N1)c1c(O)[nH]c2ccccc12 | 23
COc1ccc(Cl)cc1Nc1nc(N2CCCC2)nc(N2CCCC2)n1 | 22
CCC(c1nnnn1C(C)(C)C)N(CCOC)Cc1cc2cccc(C)c2n2nnnc12 (configuration not stated) | -9
CCn1cc(C(=O)NCc2ccc(OC)cc2OC)c(=O)c2ccc(C)nc21 | -12
Cc1cc2ccccc2n2c(SCC(=O)N3CCN(C(=O)c4ccco4)CC3)nnc12 | 0
COc1ccc(C2c3c(oc4ccc(Cl)cc4c3=O)C(=O)N2Cc2ccco2)cc1OC (configuration not stated) | 28
CCOC(=O)N1CCC(NC(=O)c2ccc3c(c2)sc2nc(-c4cccc(OC)c4)cn23)CC1 | -9
COCCNc1nnnc2c1sc1nc(N3CCOCC3)c3c(c12)CCCC3 | 12
Cc1cccc(NC(=O)c2snc3c(=O)[nH]cnc23)c1 | 11
CCOc1cc(N2CCOCC2)c(OCC)cc1NC(=O)c1ccc(=O)n(Cc2ccccc2)n1 | 22
COc1ccc(NC(=O)c2cnc(C)cn2)c2ncccc12 | 28
O=c1nc2n(c3ccccc13)Cc1ccccc1-2 | 26
O=P(O)(CN1CCCCC1)CN1CCCCC1 | 0
Cc1ccc(N=Nc2c(N)[nH]n3c(=O)c4c(nc23)CCCC4)cc1 | 19
CCN1CCC(C(=O)NC2CCCC2)(N(Cc2cccs2)C(=O)Cn2nnc3ccccc32)CC1 | 8
CCOc1ccc(N2CCCCn3c2nc2c3c(=O)[nH]c(=O)n2C)cc1 | 26
COc1ccc(S(=O)(=O)Cc2ccc(C(=O)NCc3ccc(F)cc3)o2)cc1 | -23
Cc1[nH]c2ccccc2c1NC(=O)CN1CCN(Cc2ccc3c(c2)OCO3)CC1 | 36
Cc1cc(C)n2nc(C(=O)Nc3ccccc3N3CCOCC3)nc2n1 | 12
COc1ccc2nc(NC3=NCN(CC4CCCO4)CN3)nc(C)c2c1 (configuration not stated) | 14
CCCCC[C@H](O)/C=C/[C@H]1C=CC(=O)[C@@H]1C/C=C\CCCC(=O)O | 1
O=C1CCCc2nc3nc4ccccc4n3cc21 | 0
Cc1ccc2c(C)nc(NC3=NCN(Cc4ccccc4)CN3)nc2c1 | -5

Of the compounds above, these contain a CF3 group.
SMILES | VHR inh abs
O=c1[nH][nH]c(=S)n1-c1ccccc1C(F)(F)F | 5
Cc1ccc(Cn2ccc(NC(=O)c3cc4nc5c(c(C(F)(F)F)n4n3)CCc3ccccc3-5)n2)cc1 | 18

Additional structures follow:
SMILES | VHR inh abs
CSc1nnc2c(n1)OC(C1CC=C(C)CC1)Nc1ccccc1-2 (configuration not stated) | 2
CCc1nc(SCC(=O)Nc2sc(C)c(C)c2C(=O)OC)c2ccccc2n1 | 19
CCn1cc(C(=O)Nc2ccc(-n3cnnn3)c(OC)c2)c(=O)c2ccc(C)nc21 | 4
CN(C)CCCNc1c(C(=O)O)cnc2c1cnn2C | 25
CCOc1cc(NC(=O)c2cnccn2)c(OCC)cc1NC(=O)c1ccc(OC)cc1 | 18

Screening data: PubChem BioAssay, Sanford-Burnham Center for Chemical Genomics
